# Bioassay records as filed in PubChem BioAssay.
# MDM2 E3 inh – blocks human Mdm2 ubiquitin ligase activity. Q00987. cell-based MDM2 ubiquitination luciferase reporter, 2 h; 0 = plate control, 100 = twice control, blank-subtracted. signal enhancement, % at 5 µM. 0.11% of 210,000 active. AID 1230;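 active = signal enhancement of 30% or more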;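 note: luminescence tracks abundance of the self-degrading MDM2-luciferase fusion protein; higher signal means inhibition of MDM2 E3 ligase activity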
#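 Assay system: stable mammalian line carrying autodegrading MDM2–luciferase fusion reporter; amount: 2000 cells seeded into each well; buffer or medium: DMEM; benchmarks: plate control and blank wells; signal: luciferase luminescence; timing: 2 h compound exposure at 37 °C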
# PERK inh – inhibitors of human PERK kinase; CHO PERK-DD fusion, SEAP luminescence translation reporter; inhibition, % at 5.6 µM; 0.17% of 220,000 active; AID 1416;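 active = inhibition above the mean inhibition of all tested compounds plus 3 SD, set separately per screening campaign, cut at about 2.9% in these data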;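 note: PERK kinase domain activated by AP20187 dimerizer at 100 nM; 0% = DMSO with dimerizer and 100% = rapamycin at 8.4 µM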
# S1P4 ag – activates the human S1P4 receptor. O95977. S1P4-expressing cell line, agonist reporter assay. activation, % at 4.98 µM. 0.35% of 220,000 active. AID 1509; in the data active = activation above about 11%;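 note: 0% = DMSO vehicle and 100% = reference agonist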
# NPY2 pot ag – human NPY-Y2 potentiation or agonism, primary screen; cells expressing NPY-Y2, potentiator/agonist read-out; activation, % at 3.6 µM; 0.45% of 220,000 active; in the data active = activation above about 27%;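 note: cells stimulated with NPY near EC25 plus isoproterenol at EC100; 0% = vehicle plus submaximal agonist and 100% = vehicle plus saturating agonist; some results beyond the cut were filed as inactive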
# S1P4 antag – human S1P4 receptor antagonism. O95977. S1P4-expressing cells, antagonist mode, reporter read-out. inhibition, % at 4.98 µM. 0.26% of 220,000 active; in the data active = inhibition above about 29%;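 note: 0% = wells stimulated with agonist and 100% = vehicle wells without agonist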
# Wee1 stabilizer – human Wee1 degradation inhibition, primary screen | HeLa Luc-Wee1K328M stability, luciferase luminescence; 100% = proteasome inhibitor MG132 effect | reporter increase, % at 5 µM | 1.2% of 220,000 active;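 active = activation above the mean of all tested compounds plus 3 SD, set per screening run, cut at about 8.8% in these data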;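 note: cells exposed to compound for 20 h before luminescence read; 0% = DMSO alone and 100% = MG132 at 30 µM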
# BaF3 parental – counter-screen for JAK2V617F inhibitors: parental Ba/F3 viability inhibitors | inhibition, % at 5.6 µM | AID 1486 | CellTiter-Glo ATP luminescence | 1.1% of 220,000 active;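 active = inhibition above a per-campaign cutoff, the mean inhibition of all tested compounds plus 3 SD, cut at about 27% in these data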;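 note: 0% = DMSO wells and 100% = JAK Inhibitor I control wells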
# eIF4E-4G inh – inhibitors of eIF4E and eIF4G interaction in translation initiation; P63073+Q04637; TR-FRET eIF4E-eIF4GI(517-606) binding, 2 h; inhibition, % at 21.7 µM; 0.37% of 220,000 active; AID 782;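 active = inhibition above about 30%, limit read from the data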;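 note: 0% = full FRET control wells and 100% = background wells lacking eIF4GI fragment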
# Target sequence (P63073 whole entry, looked up, the tested form may be a part): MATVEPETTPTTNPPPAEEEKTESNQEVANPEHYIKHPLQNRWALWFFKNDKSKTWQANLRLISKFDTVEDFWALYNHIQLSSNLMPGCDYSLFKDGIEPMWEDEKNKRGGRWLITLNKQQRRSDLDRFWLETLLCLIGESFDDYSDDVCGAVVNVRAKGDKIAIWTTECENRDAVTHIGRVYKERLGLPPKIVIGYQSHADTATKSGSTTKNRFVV
# Target sequence (Q04637 whole entry, looked up, the tested form may be a part): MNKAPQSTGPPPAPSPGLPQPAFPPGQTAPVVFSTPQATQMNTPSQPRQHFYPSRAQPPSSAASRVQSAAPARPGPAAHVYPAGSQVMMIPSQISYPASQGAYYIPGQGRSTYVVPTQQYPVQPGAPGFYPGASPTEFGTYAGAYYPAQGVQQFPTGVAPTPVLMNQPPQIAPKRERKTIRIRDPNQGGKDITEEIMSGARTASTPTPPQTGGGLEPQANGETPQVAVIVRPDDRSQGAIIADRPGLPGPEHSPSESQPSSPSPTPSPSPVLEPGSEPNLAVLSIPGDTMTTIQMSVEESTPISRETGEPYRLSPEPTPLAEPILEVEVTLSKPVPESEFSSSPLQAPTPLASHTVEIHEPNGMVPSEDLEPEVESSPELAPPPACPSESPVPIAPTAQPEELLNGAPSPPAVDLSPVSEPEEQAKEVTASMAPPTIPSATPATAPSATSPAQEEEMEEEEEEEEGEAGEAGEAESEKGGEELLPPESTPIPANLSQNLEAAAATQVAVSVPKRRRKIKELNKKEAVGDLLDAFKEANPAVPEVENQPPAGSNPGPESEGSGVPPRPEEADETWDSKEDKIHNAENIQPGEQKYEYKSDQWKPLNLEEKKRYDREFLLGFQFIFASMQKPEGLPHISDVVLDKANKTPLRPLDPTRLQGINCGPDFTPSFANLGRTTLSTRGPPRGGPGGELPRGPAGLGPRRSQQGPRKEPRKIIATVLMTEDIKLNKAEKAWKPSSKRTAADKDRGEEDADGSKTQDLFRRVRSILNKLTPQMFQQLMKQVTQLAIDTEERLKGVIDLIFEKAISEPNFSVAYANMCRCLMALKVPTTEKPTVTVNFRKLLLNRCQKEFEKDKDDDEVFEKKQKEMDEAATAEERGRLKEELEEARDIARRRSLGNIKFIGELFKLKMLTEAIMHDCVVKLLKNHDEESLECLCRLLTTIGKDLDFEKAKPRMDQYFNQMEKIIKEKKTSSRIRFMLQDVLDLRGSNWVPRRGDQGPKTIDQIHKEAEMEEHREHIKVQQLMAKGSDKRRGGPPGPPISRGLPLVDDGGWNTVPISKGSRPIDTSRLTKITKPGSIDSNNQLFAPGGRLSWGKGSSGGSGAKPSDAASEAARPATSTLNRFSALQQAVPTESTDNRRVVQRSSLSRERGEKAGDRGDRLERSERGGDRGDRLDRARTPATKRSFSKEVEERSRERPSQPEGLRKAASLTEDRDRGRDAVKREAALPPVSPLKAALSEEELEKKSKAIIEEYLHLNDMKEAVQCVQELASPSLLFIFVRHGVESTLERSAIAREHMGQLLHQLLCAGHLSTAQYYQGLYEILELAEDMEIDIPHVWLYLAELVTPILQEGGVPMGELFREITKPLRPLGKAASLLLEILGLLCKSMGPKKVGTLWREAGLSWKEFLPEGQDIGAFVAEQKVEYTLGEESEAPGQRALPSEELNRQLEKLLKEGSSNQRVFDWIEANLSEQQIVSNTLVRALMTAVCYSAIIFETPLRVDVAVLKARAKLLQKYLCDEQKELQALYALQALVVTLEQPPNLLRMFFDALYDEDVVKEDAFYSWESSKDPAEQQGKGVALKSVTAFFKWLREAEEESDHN
# Ba/F3 V617F tox – lowers viability of Ba/F3 cells expressing EpoR and JAK2V617F | ATP luminescence | inhibition, % at 5.6 µM | 1.1% of 220,000 active | AID 1446;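 active = inhibition above the campaign mean plus 3 SD over all tested compounds, cut at about 24% in these data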;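 note: cytokine-independent growth of Ba/F3 cells driven by EpoR plus mutant JAK2; 0% = DMSO-treated cells and 100% = JAK inhibitor I control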
# * marks the source's active call; other numbers are inactive results; x = no result given; [ ] = another dose, or the depositor's remark.
entry	SMILES	S1P4 antag	eIF4E-4G inh	S1P4 ag	BaF3 parental	Ba/F3 V617F tox	PERK inh	MDM2 E3 inh	NPY2 pot ag	Wee1 stabilizer
1	Cc1ccc(CN(Cc2ccco2)C(=S)NCC(=O)NC2CC2)cc1	4	0	0.0	3	-2	-0.2	-16	1	0
2	Cc1nonc1C1CCCN1Cc1cn[nH]c1-c1ccc2c(c1)OCO2 (stereo not drawn)	-4	-1	-1.0	-2	-2	-0.2	-14	-7	0
3	Cc1cccc(NC(=O)NNC(=O)COc2ccc(Cl)cc2)c1	-14	-2	2.1	5	0	0.0	2	-13	-1
4	O=C(CN1c2cccc3cccc(c23)S1(=O)=O)Nc1ccccc1	-15	-1	2.9	1	-2	0.7	0	-24	-1
5	COc1ccc(-n2sc3c(c2=S)-c2cc(OC)ccc2NC3(C)C)cc1	5	5	-0.5	9	-2	0.8	-5	30	0
6	Cc1noc(C)c1C(=O)N1CCC(C(=O)c2ccc(F)cc2F)CC1	7	-3	0.9	-3	-1	0.0	-5	11	1
7	Cc1nc2ccccn2c1/C(O)=C1\C(=O)C(=O)N(CCN2CCOCC2)C1c1cccs1 (stereo not drawn)	-5	3	-0.8	6	5	0.6	-9	-6	2
8	COc1ccc(S(=O)(=O)NNC(=O)c2cccs2)cc1	-5	3	0.5	3	-2	0.0	3	2	-2
9	CC1CCC(NC(=O)CN2CCCN(Cc3ccc(F)cc3Cl)C2=O)CC1 (stereo not drawn)	-3	-4	2.4	1	3	-0.9	-7	-9	0
10	CCc1nn(CC(=O)NCCCN(CC)Cc2ccccc2)c(=O)c2cc3sccc3n12	7	-15	0.9	5	0	-0.6	-4	11	-4
11	CN(C)S(=O)(=O)c1ccc(Cl)c(NC(=O)CSc2nc3ccccc3c(=O)n2CCCN2CCOCC2)c1	-9	-2	-1.7	4	2	-0.8	-1	-18	4
12	CC(=O)Nc1ccccc1C(=O)C(=O)Nc1cccc(C(=O)NC2CC2)c1	-13	13	0.1	3	-4	0.6	5	-5	-2
13	CC(=O)Nc1ccc(NC(=O)CCc2nc3ccccc3c(=O)[nH]2)cc1	-9	-1	2.1	2	-1	1.7	3	-8	-1
14	Cc1ccc(NC(=O)c2ccc(OC(F)(F)F)cc2)cc1S(=O)(=O)N(C)C	-23	3	2.0	7	-1	-0.5	-9	-12	0
15	Cc1ccc2cc(C(c3nnnn3C3CCCC3)N(Cc3ccco3)Cc3cccs3)c(=O)[nH]c2c1 (stereo not drawn)	2	-32	-0.4	2	-3	-1.7	-19	-2	-2

entry	SMILES	S1P4 antag	eIF4E-4G inh	S1P4 ag	BaF3 parental	Ba/F3 V617F tox	PERK inh	MDM2 E3 inh	NPY2 pot ag	Wee1 stabilizer
16	CCN(CC)S(=O)(=O)c1ccc(Cl)c(NC(C)=O)c1	-9	-2	0.2	0	1	1.0	4	5	0
17	CCC(Sc1nncn1C)C(=O)Nc1nnc(-c2ccc(Cl)cc2)s1 (stereo not drawn)	-6	1	-3.1	5	-3	0.3	-3	16	-1
18	CC(=O)/C(N=Nc1cc2c(cc1[N+](=O)[O-])OCCO2)=C(\C)O	1	-2	-0.4	4	-2	1.0	1	-4	0
19	CCOc1ccc(C(=O)C2CCN(C(=O)c3ccccc3C(=O)O)CC2)cc1	-5	-3	-0.8	4	-2	1.1	0	-4	4
20	Cc1ccc(NC(=S)N2CCN(C(=O)C3CCCO3)CC2)c(C)c1 (stereo not drawn)	-8	-2[fluorescence artefact?]	-1.6	3	-2	0.6	-17	-6	-2
21	CC(C)CC(=O)NC(C)C(c1cccs1)N1CCOCC1 (stereo not drawn)	-9	1	0.8	8	-4	1.5	-9	-12	0
22	CCOc1ccc(C(=O)Nc2cc(OC)ccc2OC)cc1	-13	-3	0.4	0	-1	-0.5	-9	-23	-1
23	O=C(Cc1ccc(Cl)cc1Cl)NCC1(N2CCOCC2)CCCCC1	-4	0	0.3	5	-2	0.7	-18	3	-2
24	Cc1nn(C)c(C(=O)NNC(=O)Nc2cccc(C(F)(F)F)c2)c1Cl	-20	3	1.9	4	-3	0.7	-6	11	1
25	CCn1c(SCc2nc3ccccc3c(=O)[nH]2)nnc1C(C)NC(=O)c1ccccc1 (stereo not drawn)	11	7	-1.6	2	-3	0.1	-1	8	1
26	CN1CCN(C(=O)c2cc3nc(-c4ccc(F)cc4)cc(C(F)(F)F)n3n2)CC1	-15	-9	1.4	0	0	-1.4	-19	-3	-2
27	Cc1ccc(S(=O)(=O)N2CCN=C2c2ccccc2)cc1C	-14	-7	0.7	4	0	-0.3	-3	-7	-2
28	CN(c1ccccc1)S(=O)(=O)c1cccc(NC(=O)Cn2cnc3ccccc3c2=O)c1	11	5	-2.1	0	-2	-1.4	-13	-11	-2
29	CS(=O)(=O)c1ccc2nc(NC(=O)c3ccc(N4C(=O)CCC4=O)cc3)sc2c1	13	7	1.4	1	-1	0.3	-1	9	-3
30	CN1C(=S)SC(N2OC3C(=O)N(c4ccccc4)C(=O)C3C2c2ccccc2)C1(C)C (stereo not drawn)	-4	4	2.6	10	2	0.5	-11	-5	-2

# Some of the entries so far, with two lines to a compound:
# Value order – S1P4 antag, eIF4E-4G inh, S1P4 ag, BaF3 parental, Ba/F3 V617F tox, PERK inh, MDM2 E3 inh, NPY2 pot ag, Wee1 stabilizer
(19) CCOc1ccc(C(=O)C2CCN(C(=O)c3ccccc3C(=O)O)CC2)cc1
→ -5, -3, -0.8, 4, -2, 1.1, 0, -4, 4
(20) Cc1ccc(NC(=S)N2CCN(C(=O)C3CCCO3)CC2)c(C)c1 (stereo not drawn)
→ -8, -2[fluorescence artefact?], -1.6, 3, -2, 0.6, -17, -6, -2
(21) CC(C)CC(=O)NC(C)C(c1cccs1)N1CCOCC1 (stereo not drawn)
→ -9, 1, 0.8, 8, -4, 1.5, -9, -12, 0
(22) CCOc1ccc(C(=O)Nc2cc(OC)ccc2OC)cc1
→ -13, -3, 0.4, 0, -1, -0.5, -9, -23, -1
(23) O=C(Cc1ccc(Cl)cc1Cl)NCC1(N2CCOCC2)CCCCC1
→ -4, 0, 0.3, 5, -2, 0.7, -18, 3, -2
(24) Cc1nn(C)c(C(=O)NNC(=O)Nc2cccc(C(F)(F)F)c2)c1Cl
→ -20, 3, 1.9, 4, -3, 0.7, -6, 11, 1
(25) CCn1c(SCc2nc3ccccc3c(=O)[nH]2)nnc1C(C)NC(=O)c1ccccc1 (stereo not drawn)
→ 11, 7, -1.6, 2, -3, 0.1, -1, 8, 1
(26) CN1CCN(C(=O)c2cc3nc(-c4ccc(F)cc4)cc(C(F)(F)F)n3n2)CC1
→ -15, -9, 1.4, 0, 0, -1.4, -19, -3, -2
(27) Cc1ccc(S(=O)(=O)N2CCN=C2c2ccccc2)cc1C
→ -14, -7, 0.7, 4, 0, -0.3, -3, -7, -2
(28) CN(c1ccccc1)S(=O)(=O)c1cccc(NC(=O)Cn2cnc3ccccc3c2=O)c1
→ 11, 5, -2.1, 0, -2, -1.4, -13, -11, -2
(29) CS(=O)(=O)c1ccc2nc(NC(=O)c3ccc(N4C(=O)CCC4=O)cc3)sc2c1
→ 13, 7, 1.4, 1, -1, 0.3, -1, 9, -3
(30) CN1C(=S)SC(N2OC3C(=O)N(c4ccccc4)C(=O)C3C2c2ccccc2)C1(C)C (stereo not drawn)
→ -4, 4, 2.6, 10, 2, 0.5, -11, -5, -2

# Carrying on:
entry	SMILES	S1P4 antag	eIF4E-4G inh	S1P4 ag	BaF3 parental	Ba/F3 V617F tox	PERK inh	MDM2 E3 inh	NPY2 pot ag	Wee1 stabilizer
31	Cc1ccc(C2C(C#N)=C3N=C(N)c4ccccc4N3C3=C2C(=O)CCC3)cc1 (stereo not drawn)	-3	1	1.3	1	1	-1.1	2	-23	3
32	COc1cc(/C=C(\C#N)c2ccccn2)ccc1OCC(=O)Nc1c(Cl)cccc1Cl	-10	5	0.7	1	-2	0.0	7	-1	-4
33	CCOC(=O)C1CCN(C(=O)C(=O)N2CCC(C(=O)OCC)CC2)CC1	-6	-2	-0.5	2	-4	0.3	-11	11	-1
34	CCn1cc(CN2CCN(Cc3ccsc3)C(CCO)C2)cn1 (stereo not drawn)	12	-1	1.1	9	1	0.4	1	-13	2
35	NCCCC[C@H]1CNC(=S)N1CC1CCCCC1	4	1	-0.6	4	0	0.7	x	-3	0
36	CCN1CCN(C(=O)c2cn(CCOC)c(=O)c3c2c2ccccc2n3C)CC1	-15	3	-0.2	9	4	-0.8	7	-4	-1
37	O=C(Cc1coc2ccc3ccccc3c12)Nc1nnc(C2CC2)s1	-16	-4	1.1	4	0	0.2	-18	-5	0
38	CCN(CC)S(=O)(=O)c1ccc(C)c(NC(=S)NC2CCCCC2)c1	2	-1	-0.5	0	-1	-1.3	-6	-21	0
39	COc1ccc2cc(C(=O)Nc3ccc(S(N)(=O)=O)cc3)sc(=O)c2c1OC	-6	11	-1.3	5	-2	0.5	4	-3	-2
40	COc1ccccc1C(c1nnnn1C1CCCC1)N1CCN2CCCC2C1 (stereo not drawn)	-10	3	0.0	3	-2	-0.1	-13	7	-2
41	Cc1ccccc1NC(=O)Cn1nc(C(F)(F)F)cc1C1CC1	-10	8[fluorescence artefact?]	-2.9	2	-1	0.5	-20	1	5
42	CCOCCCNC(=O)C1CCN(S(=O)(=O)N2CCCCC2)CC1	6	-1	0.2	4	1	-0.4	-30	-14	1
43	CC(C)c1[nH]nc2c1C(c1cccnc1)C(C#N)=C(N)O2 (stereo not drawn)	-3	2[fluorescence artefact?]	0.6	4	-4	1.9	-6	-6	0
44	O=C(CCc1ccccc1)NC(=S)Nc1cccc(Br)c1	-8	-5	1.4	7	1	1.4	-5	-12	0
45	CCN(C(=O)c1ccc(NC(C)=O)cc1)c1ccccc1	-9	-3[fluorescence artefact?]	-1.1	4	1	0.6	-21	0	0

entry	SMILES	S1P4 antag	eIF4E-4G inh	S1P4 ag	BaF3 parental	Ba/F3 V617F tox	PERK inh	MDM2 E3 inh	NPY2 pot ag	Wee1 stabilizer
46	Cc1ccc(S(=O)(=O)NCCCCCC(=O)Nc2ccccc2)cc1	-12	-1	0.9	5	0	-0.6	1	5	3
47	Cc1nn(Cc2ccccc2)c(C)c1N	-8	-1	2.9	5	-2	0.7	-19	1	-1
48	CCOC(=O)Cc1c(C)[nH]n(-c2ccccc2)c1=O	10	0	-0.4	5	2	0.3	-10	-9	-3
49	OCCNc1nc2nonc2nc1NCCO	3	-3	0.5	2	2	0.3	-8	1	-1
50	COc1ccc(C(=O)COc2cccc(NC(=O)c3ccco3)c2)cc1	-12	-2	1.8	3	3	-0.9	2	-4	-3
51	O=C(C1CCCN(S(=O)(=O)Cc2ccccc2)C1)N1CCc2ccccc21 (stereo not drawn)	-11	-4	1.5	5	-2	-2.4	-9	12	-3
52	CC1(C)CC2(CCO1)N1CC3(C)CN2CC(C)(C1)C3O (stereo not drawn)	-5	-2	-0.4	7	4	1.0	-16	-8	0
53	COc1ccc(OC)c2sc(N(CCN(C)C)C(=O)c3cc(Cl)sc3Cl)nc12	-6	-4	-0.4	10	3	0.7	-4	79*	2
54	COC(=O)c1ccccc1OCCOc1ccccc1C(=O)OC	-8	10	-0.3	-2	-2	-0.4	2	-3	2
55	CNC(=O)Nc1cccc(-c2ccnc(C)n2)c1	-2	4	0.8	-4	3	0.1	6	-1	-1
56	Cc1oc(C(C)(C)C)cc1C(N)=O	-4	1	-0.4	-3	-1	3.0*	-23	0	6
